Chronic BCR inh – qHTS Assay to Find Inhibitors of Chronic Active B-Cell Receptor Signaling; Potency, µM (highest dose often 46.1 µM), for inactives: at the highest dose ratio change, negative = lower green/red ratio, usual class: inhibitors; ABC-DLBCL IkBa-CBG/CBR reporter, luminescence ratio, 4 h; 340,000 tested, 0.05% active; active = well fitted inhibition curve with a large enough effect in the signal ratio, with a control signal flat, not every such curve was filed as active; inconclusive = small, poorly fitted or top-dose-only effect, or effect the other way, or a change in a side signal; the % refers to the signal ratio;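 also: potency is read from the fitted curve at half-maximal effect; plate controls were basal doxycycline-induced cells for no effect and cells given 10 µM MG132 for full effect; MG132 reads +100%, hits lower the ratio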
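TMD8 ABC-DLBCL cells carrying doxycycline-inducible green luciferase fused to IkappaBalpha plus unfused red luciferase were exposed to compounds (up to 46 uM) for 4 hrs at 37C. Activity came from the overlap-corrected green/red luminescence ratio.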
S-ASM inh – Inhibitors of Secretory Acid Sphingomyelinase (S-ASM): qHTS | Sphingomyelin phosphodiesterase (Homo sapiens), P17405 | placental ASM, HMU-PC fluorogenic substrate, 60 min | Potency, µM (series often up to 57.5 µM), for inactives: at the top dose activity change, negative = inhibition, usual class: inhibitors | 340,000 tested, 0.006% active | AID 504937, 2011; also: potency is read from the fitted curve at half-maximal effect
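Fluorogenic HMU-PC substrate (9 uM final) is turned over by placental ASM in 60 min at 37 C after a 10 min compound preincubation. Reaction ended by alkaline stop (pH 10), with fluorescence read at 386/447 nm.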
MBNL1 CUG block – qHTS Assay for Inhibitors of MBNL1-poly(CUG) RNA binding; Potency, µM (highest dose often 57.5 µM), without a hit: top-dose activity change, negative = inhibition, hits mostly inhibitors; AID 2675, 2010; 280,000 tested, 0.036% active; TR-FRET MBNL1-His/biotin-(CUG)12 binding, 665/545 ratio; active = well fitted inhibition curve with a large enough effect in the signal ratio, with a control signal flat, not every such curve was filed as active; inconclusive = small, poorly fitted or top-dose-only effect, or effect the other way, or a change in a side signal; inactive = no such curve, though single readings can be large or run the other way; the % refers to the signal ratio; also: potency is read from the fitted curve at half-maximal effect; % is scaled to controls: 0 for no effect and ±100 for the full control effect
Target sequence (Q9NR56 whole entry, looked up): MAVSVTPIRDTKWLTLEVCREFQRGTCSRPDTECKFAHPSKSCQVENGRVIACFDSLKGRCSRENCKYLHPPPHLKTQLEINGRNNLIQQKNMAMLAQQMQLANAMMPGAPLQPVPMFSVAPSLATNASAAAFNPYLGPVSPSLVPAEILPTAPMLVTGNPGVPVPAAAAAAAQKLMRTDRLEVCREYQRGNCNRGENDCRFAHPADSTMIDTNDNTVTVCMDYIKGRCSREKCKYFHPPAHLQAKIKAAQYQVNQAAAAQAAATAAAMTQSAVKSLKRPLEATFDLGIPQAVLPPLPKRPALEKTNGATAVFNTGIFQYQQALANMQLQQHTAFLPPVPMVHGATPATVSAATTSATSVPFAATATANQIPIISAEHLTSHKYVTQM
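His-tagged MBNL1 binding to biotinylated (CUG)12 RNA was measured by TR-FRET using terbium anti-His antibody (0.055 ng/ul final) and streptavidin-XL665 (5 nM final). Compounds were titrated 92 nM to 58 uM; 60 min at room temperature.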
TSHR antagonist – Antagonists of the Thyroid Stimulating Hormone Receptor: HTS campaign; Thyrotropin receptor (Homo sapiens), P16473; TSHR-expressing cells, TSH-stimulated cAMP HTRF, 2 h; active compounds read low; activity change, negative = inhibition, % at 11.5 µM; 330,000 tested, 0.2% active; AID 504810, 2011;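 active = activity change below a set negative limit, meaning inhibition stronger than a set level, cut at about -70% in these data; inconclusive = activity change between two set negative limits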; also: % is scaled to controls: 0 for no effect and ±100 for the full control effect
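Antagonism was scored as loss of TSH-driven cAMP in TSHR cells, stimulated with 4nM TSH (EC80) for 2 hours at 37 deg C and detected by homogeneous HTRF competition immunoassay.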
KCNH2 WT inh – qHTS for Inhibitors of KCHN2 3.1: Wildtype qHTS | Voltage-gated inwardly rectifying potassium channel KCNH2 (Homo sapiens), Q12809 | U2OS, BacMam KCNH2, thallium flux FluxOr; active compounds read low | activity change, % at 1.84 µM | 340,000 tested, 0.37% active;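 active = maximum activity change below -70%; inconclusive = maximum activity change between -70% and -50%; inactive = maximum activity change above -50%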; also: % is scaled to controls: 0 for no effect and ±100 for the full control effect
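U2OS cells were transduced with wild-type KCNH2 virus (2.03 x 10^8 / mL) for 4 h at room temperature, then cultured overnight at 37 C. Thallium flux was read with FluxOr dye. Rate constants were normalized to DMSO controls.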
Mito fusion act – qHTS Assay for Small Molecule Inhibitors of Mitochondrial Division or Activators of Mitochondrial Fusion | S. cerevisiae fusion-defective mutant growth rescue, CellTiterGlo 48 h | Potency, µM (series often up to 46.1 µM), inactives show at the highest dose growth rescue (activation), most hits filed as activators | 320,000 tested, 0.23% active;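 also: potency is read from the fitted curve at half-maximal effect; % of control where 0% means no effect; nearly all actives have a fitted effect of over 45% in size; temperature-sensitive fusion mutants such as fzo1-1 at 37 °C on non-fermentable ethanol glycerol medium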
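Read-out: ATP-based luminescence (CellTiterGlo, 10 min ambient) reporting growth of fusion-defective ts yeast after 48 hours at 37C on glycerol/ethanol YPEG medium in the presence of compound.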
Eya2 inh – qHTS Assay for Inhibitors of the Phosphatase Activity of Eya2; recombinant Eya2, OMFP fluorescence dephosphorylation (OMFP is methylfluorescein phosphate); Potency, µM (series often up to 76.9 µM), inactives show top-dose activity, negative = inhibition, hits mostly inhibitors; 330,000 tested, 0.006% active; also: potency is read from the fitted curve at half-maximal effect; % is scaled to controls: 0 for no effect and ±100 for the full control effect
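Eya2 (0.2 uM) preincubated 10 min at ambient with compound, then OMFP substrate added at 50 uM; 10 min reaction in 50 mM HEPES pH 7.5, 50 mM NaCl, 5 uM MgCl2, 0.05% BSA, 1 mM DTT. Fluorescence read at Ex 485/Em 525 nm.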
GALK inh – qHTS Assay for Inhibitors of Human Galactokinase (GALK); Purified GALK, Kinase-Glo residual ATP luminescence; Potency, µM (titrated, usually from 57.5 µM), inactives show at the top dose activity change, negative = inhibition, hits mostly inhibitors; P51570; AID 1868, 2009; 270,000 tested, 0.007% active; also: potency is read from the fitted curve at half-maximal effect; % is scaled to controls: 0 for no effect and ±100 for the full control effect
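GALK at 5 nM final was combined with compound, 35 uM ATP and 100 uM galactose in HEPES pH8.0 with MgCl2 and DTT. The reaction ran one hour at room temperature before luminescent ATP detection.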
PKM2 act – qHTS Assay for Activators of Human Muscle isoform 2 Pyruvate Kinase. 260,000 tested, 0.34% active. Pyruvate kinase PKM (Homo sapiens), P14618. Potency, µM (series often up to 57.5 µM), for inactives: at the top dose activation, usual class: activators. AID 1631, 2009. purified PKM2, Kinase-Glo ATP luminescence, activation; response scale: 0% is enzyme alone, no compound; also: potency is read from the fitted curve at half-maximal effect; % is scaled to controls: 0 for no effect and ±100 for the full control effect; nearly all actives have a fitted effect of over 55% in size
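Purified hPK-M2 (>95% pure) converted ADP (0.1 mM final) to ATP with 0.5 mM PEP in 50 mM imidazole pH7.2, KCl, MgCl2, Tween 20, BSA; 1 h at room temperature. ATP detected by Kinase-Glo luminescence.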
Menin MLL FP TR – qHTS Assay for Inhibitors Targeting the Menin-MLL Interaction in MLL Related Leukemias: Competition With Texas Red Labeled MLL-derived Mutant Peptide; Menin + Texas Red MLL mutant peptide, fluorescence polarization; Potency, µM (titrated, usually from 61.6 µM), without a hit: at the highest dose FP activity change, negative = inhibition, hits mostly inhibitors; 270,000 tested, 0.23% active; AID 1768, 2009; active = well fitted inhibition curve with a large enough effect in the polarisation, with a control signal flat, not every such curve was filed as active; inconclusive = small, poorly fitted or top-dose-only effect, or effect the other way, or a change in a side signal; inactive = no such curve, though single readings can be large or run the other way; the % refers to the polarisation; also: potency is read from the fitted curve at half-maximal effect; % of control where 0% means no effect; many of its hits are not listed in these tables
Target sequence (O00255 whole entry, looked up): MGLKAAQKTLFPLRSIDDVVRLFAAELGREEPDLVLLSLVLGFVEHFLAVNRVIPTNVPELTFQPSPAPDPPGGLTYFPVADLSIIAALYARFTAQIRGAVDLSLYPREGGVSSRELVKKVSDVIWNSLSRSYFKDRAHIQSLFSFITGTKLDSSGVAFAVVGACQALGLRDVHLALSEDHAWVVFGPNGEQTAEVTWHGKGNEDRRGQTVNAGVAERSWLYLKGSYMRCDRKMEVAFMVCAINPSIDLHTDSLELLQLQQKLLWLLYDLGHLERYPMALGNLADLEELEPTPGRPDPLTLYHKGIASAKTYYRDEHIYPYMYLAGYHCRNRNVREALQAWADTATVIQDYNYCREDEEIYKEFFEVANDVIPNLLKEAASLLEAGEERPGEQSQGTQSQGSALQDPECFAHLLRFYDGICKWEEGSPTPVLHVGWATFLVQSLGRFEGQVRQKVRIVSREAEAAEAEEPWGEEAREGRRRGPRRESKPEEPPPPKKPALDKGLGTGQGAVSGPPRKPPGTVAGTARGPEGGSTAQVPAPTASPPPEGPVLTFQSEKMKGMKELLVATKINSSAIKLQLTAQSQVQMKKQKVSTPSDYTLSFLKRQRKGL
USP2a inh – qHTS Assay for Inhibitors of Ubiquitin-specific Protease USP2a Using CHOP2 as the Reporter; Potency, µM (doses to about 38.3 µM), inactives show top-dose activity change, negative = inhibition, actives largely listed as inhibitors; 330,000 tested, 0.01% active; USP2 core, Ub-CHOP2 coupled fluorogenic reporter, 485/531; Ubiquitin carboxyl-terminal hydrolase 2 (Homo sapiens), O75604;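 also: potency is read from the fitted curve at half-maximal effect; plate controls were DMSO wells for no effect and full inhibition by NEM control for full effect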
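Cell-free coupled assay: 10nM USP2 core preincubated 30min RT with compound in Tris-HCl pH 8.0/CaCl2/CHAPS buffer, then 25nM Ub-CHOP2 and 25nM reporter substrate; fluorescence (Ex 485/Em 531) read after 60min RT, normalized to NEM inhibition, concentration-response curves fitted.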
Active calls of the source: *; i = inactive; ? = inconclusive; . = not tested or not shown; [ ] = another dose, or the depositor's remark. Unless noted, calls follow the shape of the dose curve; as a rule, active = well fitted curve in the direction sought with a large enough effect; inconclusive = small, poorly fitted or top-dose-only effect, or another doubt; inactive = no such curve, though single readings can be large; an effect the other way counts as inactive or inconclusive. This is a subset; the hit share may differ from the screen's.

SMILES	Chronic BCR inh	S-ASM inh	MBNL1 CUG block	TSHR antagonist	KCNH2 WT inh	Mito fusion act	Eya2 inh	GALK inh	PKM2 act	Menin MLL FP TR	USP2a inh
O=S(=O)(NCC1OCCc2ccccc21)c1ccccc1 (stereo not drawn)	-5%	1%	4%	9	15	-2%	12%	-4%	4%	-3%	-2%
CC(=O)NC(Cc1ccccc1)C(=O)OCC(=O)c1ccc(F)cc1 (stereo not drawn)	1%	1%	?	12	9	-9%	2%	-1%	-13%	1%	0%
COC(=O)CSc1nnc(-c2ccc(NS(=O)(=O)c3ccccc3)cc2)o1	-5%	-5%	5%	-30	3	2%	14%	7%	25µM*	-8%	3%
S=C1CCC(c2ccc(Br)cc2)=NN1c1ccccc1	?	-8%	0%	-3	1	-2%	-6%	1%	-3%	.	1%
Cc1ccc(-c2ccc(/C=C(\C#N)C(N)=S)n2C)cc1	?	2%	.	18	-2	-4%	7%	-2%	-3%	.	2%
Cc1noc(NS(=O)(=O)c2ccc(NC(=O)c3ccc(Cl)c(S(=O)(=O)N(C)c4ccccc4)c3)cc2)c1C	2%	2%	.	-14	30	-13%	21%	.	.	.	0%
Cc1cc(NC(=O)c2cccs2)ncc1NC(=O)C(C)C	?	-2%	-9%	9	-6	-6%	2%	7%	-26%	5%	-1%
COc1cc(S(=O)(=O)N(Cc2cccs2)CC2CCCO2)ccc1-n1cnnn1 (stereo not drawn)	-1%	-2%	-8%	-6	6	3%	6%	5%	1%	2%	2%
COc1ccc(CCC(=O)NCC2CCCCC2)cc1OC	13%	5%	-13%	-1	-2	-3%	-2%	4%	4%	?	0%
CCSc1nnc(NC(=O)c2ccc(S(=O)(=O)N(C)C)cc2)s1	0%	0%	-4%	-2	-2	-6%	5%	5%	0%	11%	1%
CCCS(=O)(=O)C/C(N)=N/OC(=O)c1ccccc1Cl	-2%	3%	-7%	-7	-3	-1%	-1%	-3%	-4%	.	-2%
CCOC(=O)c1cc(OC(=O)c2cccnc2)n(-c2ccccc2)n1	6%	.	-9%	-3	.	-3%	2%	0%	0%	42%[activator]	-2%
Cc1csc(=O)n1CCC(=O)N(C)Cc1c(F)cccc1Cl	-1%	1%	.	4	13	.	2%	.	.	.	-1%
CC(=O)Nc1ccc(NC(=O)C(C)n2nc([N+](=O)[O-])c(Br)c2C)cc1 (stereo not drawn)	-1%	-1%	?	8	-21	0%	2%	-4%	5%	23%	1%
CCC(Sc1nc(-c2ccccc2)c(-c2ccccc2)[nH]1)C(=O)O (stereo not drawn)	0%	-4%	-6%	-8	-3	-7%	-17%	3%	.	7%	0%
COc1cc(/C=C2\CCC/C(=C\c3ccc(O)c(OC)c3)C2=O)ccc1O	?	-27%	3%	-14	-3	8%	0%	3%	.	?	-10%
O=C(NC1CCCc2c1cnn2-c1ccc(F)cc1F)c1ccccn1 (stereo not drawn)	-3%	-1%	5%	-1	i	6%	0%	-3%	0%	8%	4%
CC1(C)CC(=O)C(C(C2=C(O)CC(C)(C)CC2=O)c2ccc(Cl)c([N+](=O)[O-])c2)C(=O)C1 (stereo not drawn)	7%	-1%	0%	-9	23	2%	4%	3%	0%	13%	3%
COc1ccc(N(CC(=O)O)S(=O)(=O)c2ccccc2[N+](=O)[O-])c(OC)c1	6%	5%	-3%	1	5	-3%	13%	-2%	-1%	-1%	4%
CC(Sc1nnc(Nc2ccccc2F)s1)C(=O)NC1CC1 (stereo not drawn)	2%	5%	.	-4	0	0%	-21%	.	.	.	1%
CCOC(=O)c1nn(-c2ccccc2C)c(=O)cc1OCC(=O)N1CCN(c2ccccc2)CC1	9%	5%	.	-9	6	-12%	-22%	.	.	.	2%
Cc1ccc(OCC(=O)N(C)CC(=O)Nc2cccc(F)c2)cc1	1%	0%	1%	-25	8	2%	-6%	0%	5%	.	2%
C/C(=N\NC(=S)NCc1ccccc1)c1ccc(Cl)cc1	?	1%	.	-4	3	?	-1%	-2%	7%	-7%	-1%
Cc1cc(C)c(NC(=O)c2oc3ccccc3c2COc2ccccc2)c(C)c1	?	-7%	-14%	8	-17	27%	0%	1%	-4%	23%	-9%
Cc1ccc(N2/C(=N/c3nc(C)cc(C)n3)NC(=O)CC2C(=O)O)cc1 (stereo not drawn)	3%	0%	-1%	-3	38	-2%	27%	0%	-1%	-1%	-1%
COc1ccccc1NS(=O)(=O)c1cccc2nsnc12	?	0%	.	11	4	1%	1%	-2%	7%	.	-2%
COc1ccc(S(=O)(=O)NCCSc2ccc(Cl)cc2)cc1OC	?	-3%	2%	-13	3	17%	0%	-3%	3%	23%	-1%
Oc1ccccc1Nc1nc(NCC2CCCO2)c2ccccc2n1 (stereo not drawn)	?	-6%	-11%	-4	5	-6%	0%	-2%	-2%	0%	4%
C/C(=N\O)c1c(C)c2ccccc2n1C	-1%	1%	6%	5	5	-2%	2%	5%	11%	0%	1%
O=C(/C=C/c1cccc(F)c1)OCC(=O)N1CCCc2ccccc21	2%	5%	.	-17	-2	12%	-15%	.	.	.	0%
COc1cccc(CNC(=O)c2cccnc2Sc2ccccc2)c1	-5%	2%	?	-2	-14	0%	-6%	-4%	3%	.	1%
CN1CCC[C@H]1CCNC(=O)c1c(-c2ccsc2)sc2ccccc12	-1%	0%	.	11	13	.	-15%	.	.	.	2%
Cc1ccc(/C=N/NC(=O)c2nnn(-c3nonc3N)c2CSc2ccccc2)cc1	10%	-1%	2%	-5	1	-3%	?	0%	-4%	.	2%
COCC(=O)Nc1ccc(C(=O)Nc2ccccc2Cl)cc1	?	.	-17%	-4	.	-7%	-4%	0%	1%	-8%	-3%
CCCN1C(=O)C2(C(C(=O)c3ccc(C)o3)=C(O)C(=O)N2CCCOC)c2ccccc21 (stereo not drawn)	?	-2%	5%	-2	0	1%	5%	0%	3%	.	-1%
FC(F)(F)c1ccccc1CN1CCCC(N2CCN(c3ccccc3)CC2)C1 (stereo not drawn)	0%	6%	-9%	18	-8	-1%	-9%	1%	-5%	-29%	0%
Cc1cccn2c(=O)nc(SCC(=O)N3CCN(c4ccccc4)CC3)nc12	-6%	4%	.	7	-1	-1%	-19%	.	.	.	0%
COc1cccc(NC(=O)Cc2csc(NC(=O)Nc3ccccc3OC)n2)c1	?	.	.	-5	3	-1%	10%	.	.	.	3%
CC(C)N1CCN(C2CSCCSC2)CC1CCO (stereo not drawn)	-11%	6%	-5%	-10	12	-8%	21%	-1%	3%	.	0%
CCCCc1cc(=O)oc2cc(OC(C)C(=O)NCc3ccccn3)c(Cl)cc12 (stereo not drawn)	0%	-2%	-2%	-20	-1	16%	-2%	0%	.	?	3%
COc1cc([C@@H]2[C@H]3CNCC=C3C(C#N)=C(N)C2(C#N)C#N)ccc1OC(C)C	?	280%[activator]	?	-1	11	-3%	2%	-2%	-3%	-8%	5%
CCN(CC)S(=O)(=O)c1ccc(N2CCCC2)c(NS(=O)(=O)c2ccc([N+](=O)[O-])cc2)c1	8%	-1%	25%	0	0	-3%	2%	0%	-2%	9%	5%
CNC(=O)CN(c1cccc2ccccc12)S(C)(=O)=O	-6%	-1%	-3%	2	-6	-2%	-12%	-2%	-3%	-5%	2%

Compound activity deposited in PubChem by National Center for Advancing Translational Sciences (NCATS).
